Bioassay records (PubChem BioAssay)
MT1-MMP act inh: inhibitors of human MT1-MMP activation; 360,000 tested, 0.061% active; AID 651647; HT1080 RFP-PRO-GFP cells, GFP/RFP ratio fluorescence, overnight; percent of plate control window, DMSO zero; P50281; GFP/RFP ratio change, % at 20 µM;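 active means GFP/RFP ratio change of at least 30% with cell ATP level not reduced by more than half and red fluorescence within 50% of control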; further: strong numbers were not always called active
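Assay system: HT1080 RFP-PRO-GFP cells | Dosing: 20 µM single dose, 1% DMSO | Incubation: Cells overnight before dosing, compound overnight, 37 °C, 5% CO2 | Evaluation: GFP/RFP fluorescence ratio | Control set: DMSO-only wells and HT1080 RFP-L50D-GFP cell wells as references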
NadD block: NadD (S. aureus) enzyme inhibition; purified NadD enzyme, colorimetric absorbance read-out; inhibition, % at 20 µM; 360,000 tested, 0.78% active; AID 602399; in the data active means inhibition above about 26%; further: some compounds past the cut are filed as inactive
Scp1 inh: blocks human Scp-1 phosphatase activity | Recombinant Scp1, phosphopeptide, malachite green phosphate absorbance | inhibition, % at 20 µM | 340,000 tested, 0.88% active | AID 493091;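 active means inhibition above about 50% at 20 µM, limit read from the data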;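 further: plate controls were DMSO wells with enzyme for no effect and wells lacking enzyme for full effect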
Target sequence (Q9GZU7 76-261 limits assumed): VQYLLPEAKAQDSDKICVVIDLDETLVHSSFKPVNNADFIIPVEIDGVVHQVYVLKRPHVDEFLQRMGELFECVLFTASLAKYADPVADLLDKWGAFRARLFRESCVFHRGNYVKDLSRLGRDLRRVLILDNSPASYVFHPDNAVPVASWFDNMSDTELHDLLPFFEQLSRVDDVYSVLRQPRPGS
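Test system: SCP-1 phosphatase catalytic domain, residues 76-261 | Compound dosing: One concentration, 20 µM, with 1.0% DMSO | Schedule: 45 min room-temperature reaction, 5 min colour, 30 min stabiliser | Detection: Absorbance at 630 nm | Read-out basis: % inhibition of SCP-1 phosphate liberation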
NRP1-CendR mod: modulators of CendR peptide binding to human neuropilin-1; inhibition, % at 25 µM; AID 602438; O14786; FAM-RPARPAR peptide binding to NRP-1, fluorescence polarization; 360,000 tested, 0.85% active;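 active means inhibition or corrected inhibition above about 18%, plus a signal ratio from 0.5 to 1.5, limit read from the data, passing the limit was not always enough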; further: strong numbers were not always called active
Rpn11 block: blocks the human proteasome subunit Rpn11 | 360,000 tested, 0.59% active | calls only at 20 µM | O00487 | human 26S proteasome, Ub4-pepOG fluorescence polarization; 20S core pre-blocked with epoxomicin;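 active means inhibition at 20 µM, scaled to each plate's controls, above about 33%, limit read from the data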
Target sequence (O00487 whole entry, looked up): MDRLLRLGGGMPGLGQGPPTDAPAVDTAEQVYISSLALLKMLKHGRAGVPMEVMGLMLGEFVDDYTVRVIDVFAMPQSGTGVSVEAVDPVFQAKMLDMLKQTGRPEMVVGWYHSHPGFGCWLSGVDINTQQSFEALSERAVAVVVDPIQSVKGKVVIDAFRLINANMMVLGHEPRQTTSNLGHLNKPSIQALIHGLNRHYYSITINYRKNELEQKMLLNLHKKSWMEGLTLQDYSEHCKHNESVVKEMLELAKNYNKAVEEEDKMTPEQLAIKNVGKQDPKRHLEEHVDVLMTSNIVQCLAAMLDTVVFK
SKN-1 inh: inhibitors of C. elegans SKN-1. inhibition, % at 21.8 µM. 360,000 tested, 0.49% active. C. elegans VP596 Pgst-4::GFP/RFP ratio, acrylamide-induced, 24 h. AID 624304;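 active means interference check ratio from 0.5 to 1.5 plus GFP to RFP signal ratio inhibition reaching or exceeding a fixed threshold, cut at about 30% in these data, passing the limit was not always enough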; further: some compounds called inactive have numbers as strong as hits
LMPTP inh: blocks human LMPTP phosphatase. recombinant LMPTP-A, OMFP fluorogenic substrate, fluorescence intensity. inhibition, % at 20 µM. 360,000 tested, 0.22% active;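 active means compounds that cut the enzyme signal by at least half of the control window in the single-dose screen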;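 further: plate controls were DMSO wells with enzyme plus substrate for no effect and substrate without enzyme for full effect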
Target sequence (P24666 whole entry, looked up): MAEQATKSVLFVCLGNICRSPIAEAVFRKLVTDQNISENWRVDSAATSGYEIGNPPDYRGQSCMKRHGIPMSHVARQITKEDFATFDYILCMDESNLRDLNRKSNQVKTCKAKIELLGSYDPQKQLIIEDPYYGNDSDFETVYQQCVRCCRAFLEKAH
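Assay system: LMPTP-A enzyme. Input: 0.625 nM LMPTP-A final. Probe or stimulus: 400 µM OMFP. Compound dosing: single 20 µM dose. Schedule: 50 min dark incubation at room temperature. Detection: fluorescence intensity of OMFP turnover product. Read-out: percent inhibition versus substrate-only and uninhibited controls. Benchmarks: no-enzyme low control, uninhibited high control.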
DNMT1 block: inhibitors of human DNMT1 | DNMT1 molecular beacon, Hinp1I cleavage, fluorescence | inhibition (reported as % activation of signal), % at 10 µM | 360,000 tested, 0.83% active | AID 588458; in the data active means inhibition above about 50%
SUMO1-SIM PPI: modulators of human SUMO1-mediated protein-protein interactions; 360,000 tested, 0.33% active; inhibition, % at 20 µM; P63165; AID 602429; SUMO1 binding to a labelled peptide, TR-FRET, 1 h; in the data active means inhibition above about 37%
Target sequence (P63165 whole entry, looked up): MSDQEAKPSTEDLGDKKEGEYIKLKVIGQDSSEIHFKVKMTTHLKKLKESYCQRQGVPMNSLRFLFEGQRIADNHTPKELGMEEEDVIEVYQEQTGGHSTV
STEP inh: blocks human striatal-enriched tyrosine phosphatase; 360,000 tested, 0.25% active; recombinant STEP, OMFP fluorogenic substrate, fluorescence; inhibition, % at 20 µM; P54829;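 active means inhibition at 20 µM, scaled per plate between control wells, above about 37%, limit read from the data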;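 further: 0% = DMSO with enzyme and substrate and 100% = substrate only without enzyme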
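Material: STEP (striatal-enriched tyrosine phosphatase) enzyme, cell-free | Medium: 50 mM Bis-Tris pH 6.0 with 2.5 mM DTT and 0.005% Tween 20 | Read-out: Percent inhibition scaled to no-enzyme and uninhibited-enzyme controls, plate-pattern corrected | Signal: Fluorescence read at 480 nm ex / 540 nm em | Times: 20 min reaction, room temperature, in the dark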
* hit, by the source's call; i = inactive; · = not tested or not shown; + = active, no number.

Results follow in this order: MT1-MMP act inh	NadD block	Scp1 inh	NRP1-CendR mod	Rpn11 block	SKN-1 inh	LMPTP inh	DNMT1 block	SUMO1-SIM PPI	STEP inh
O=c1oc2ccccc2c(O)c1/C=C1\C=Nc2ccccc21
 : -9	7	27	-41	i	2	-0.3	-1	-3	0
CCOc1ccc(NC(=O)Cn2c(=O)oc3cc(Cl)ccc32)cc1
 : 2	-4	5	3	i	3	-1.8	1	5	1
COc1cccc(NC(=O)CN(C)C(C)C(=O)Nc2ccc(C#N)cc2)c1 (stereo not drawn)
 : -2	-4	-5	-10	i	1	-0.3	-1	19	7
C=CCOc1cccc(C2NC(=O)c3ccccc3O2)c1 (stereo not drawn)
 : 0	1	-3	-4	i	-9	0.1	1	1	2
CCn1cc(CN2CCc3c([nH]c4ccccc34)C2c2cccc(OC)c2)c(C)n1 (stereo not drawn)
 : -2	-4	-3	7	i	6	0.0	-3	-6	-3
COc1ccc(NC(=O)CN2CCc3ccccc3C2)cc1OC
 : 1	4	-4	-2	i	12	0.7	-2	-4	2
CNC(=O)C(C)NS(=O)(=O)c1ccc(F)cc1 (stereo not drawn)
 : 0	-2	0	3	i	-8	-1.9	-2	2	-1
Cc1cc(O)c(C(C[N+](=O)[O-])c2ccc(Cl)cc2Cl)c(=O)o1 (stereo not drawn)
 : -2	-1	-4	-19	i	-10	-0.9	-1	1	-3
CS(=O)(=O)C1=NSC2=NC(=O)/C(=C\c3cccn3-c3ccccc3Cl)C(=N)N21
 : -14	21	27	-89	+	4	15	13	-9	-3
CCOc1cc(N2CCOCC2)c(OCC)cc1NC(=O)c1ccccc1N1CCCC1=O
 : 3	-4	·	-1	i	1	-0.5	3	2	1
Cc1ccc(S(=O)(=O)N2CCCCC2CCNC(=O)C(=O)NC2CC2)cc1 (stereo not drawn)
 : 2	-5	-6	-5	i	19	-1.6	0	-6	-2
Cc1cccc(S(=O)(=O)NNC(=O)Cc2cccn2C)c1
 : 5	0	-1	2	i	-1	0.2	-3	-1	-2
CC1C2CC(C(S(=O)(=O)N3CCOCC3)C2=O)C1(C)C (stereo not drawn)
 : -6	2	-1	6	i	13	-0.5	5	0	0
Cc1ccc(C(=O)N2CCN(C(=O)c3ccco3)CC2)cc1NC(=O)c1ccco1
 : 1	-3	-10	-7	i	-1	-0.1	1	-1	1
CC(=O)Nc1cccc(NC(=S)Nc2cccc3ccccc23)c1
 : 3	7	-2	30*	i	25	1.5	-22	-11	4
Cc1ccc(S(=O)(=O)NCCN=C(CN2CCOCC2)NS(=O)(=O)c2ccc(C)cc2)cc1
 : -3	0	-8	6	i	-13	-0.2	-1	1	-1
Cc1cc([N+](=O)[O-])nn1CC(=O)Nc1ccc(F)cc1
 : 3	-1	-14	-4	i	-13	-1.0	2	-9	2
CCOc1ccc(NC(=O)CCS(=O)(=O)c2ccc3c(c2)CCCN3C(=O)CC)cc1
 : -2	7	-3	2	i	5	-0.4	0	-7	-1
O=C(O)c1ccc(/C=N/NC(=O)C(O)(c2ccccc2)c2ccccc2)cc1
 : 2	0	3	-10	i	-1	-2.9	2	-5	0
CCc1c(C2CC2)ncn1Cc1cccc(-c2ccccc2)c1
 : 0	·	·	-4	·	-16	4.6	·	-63	·
Cc1oc(-c2ccccc2F)nc1CS(=O)CC(=O)NCCN1CCCCC1C (stereo not drawn)
 : -3	-5	-1	8	i	5	-1.0	-2	5	-2
CCNS(=O)(=O)c1ccc(CCC(=O)NCCC2=CCCCC2)cc1
 : 5	-3	-9	4	i	2	-1.7	0	-1	3
O=C(NC1CC1)C1=C[C@@H](c2coc3ccccc3c2=O)C[C@@H](OCc2ccc(CO)cc2)O1
 : 1	1	-3	20	i	-7	1.8	0	4	1
CCC(NS(=O)(=O)c1ccc(OC)cc1)C(=O)NCCC1=CCCCC1 (stereo not drawn)
 : -1	-1	-5	4	i	26	-0.7	-6	0	2
Cc1[nH]n(-c2ccc(Cl)cc2)c(=O)c1C=Nc1ccc(S(=O)(=O)N2CCOCC2)cc1
 : 6	0	0	2	i	5	1.2	-11	-2	2
CCCNC(=O)Nc1nc(CC(=O)OCC)cs1
 : 6	-2	1	9	i	-4	-0.1	2	1	0
[O-]C1=N/[N+](=C/c2ccc(Cl)cc2)CC1
 : 3	0	-8	-5	i	-9	-0.4	-2	6	4
C/C(=N\NC(=S)Nc1cccc(C)c1)c1ccco1
 : 2	1	-12	8	i	-8	0.6	-5	0	2
O=C(c1ccc(S(=O)(=O)N2CCOCC2)cc1)N1CCN(c2ccc(F)cc2)CC1
 : 7	5	6	2	i	-1	1.5	0	5	-3
CCOC(=O)C1=C(C)NC2=C(C(=O)CCC2)C1c1cccnc1 (stereo not drawn)
 : 0	0	10	4	i	1	-2.1	0	-4	1
COc1cc(C(=O)Nc2cc(C(F)(F)F)ccc2-n2cncn2)cc(OC)c1OC
 : 12	-5	-3	-2	i	8	-0.5	-2	1	-1
CCc1cccc(C)c1NC(=O)CCCC(=O)O
 : 5	2	-7	4	i	-28	-1.0	6	-1	-6
COc1ccccc1NC(=O)CSc1nnc(Cc2ccccc2)o1
 : 0	0	7	-4	i	2	-1.6	7	-1	1
O=C(NCCCN1CCCCC1)C1CCCN(c2ncnc3c2nc2n3CCCCC2)C1 (stereo not drawn)
 : 1	-4	-6	-1	i	7	0.3	2	0	-1
Cc1ccc(NC(=O)CCn2ccc([N+](=O)[O-])n2)nc1
 : 0	-4	3	3	i	1	-1.9	-2	-11	1
O=C(CSc1nnnn1C1CCCC1)Nc1ccc(F)cc1
 : 3	-3	-4	-4	i	-1	-1.2	0	2	1
Cc1ccc(SC(C)C(=O)NCc2ccc(F)cc2)cc1 (stereo not drawn)
 : 8	-5	3	20	i	-6	-0.4	7	-2	-4
Cc1ccc(SCC(=O)Nc2ccc(C(=O)Nc3ccc(O)cc3)cc2)cc1
 : 10	4	19	-14	i	7	18	43	6	0
Cc1nc2ccc(S(=O)(=O)NC(C(=O)N3CCn4c3nc3ccccc34)C(C)C)cc2s1 (stereo not drawn)
 : -1	3	-6	1	i	-16	-1.8	4	4	1
CC1c2cc3c(cc2CCN1C(=O)c1ccc(Br)cc1)OCCCO3 (stereo not drawn)
 : -3	0	-7	4	i	8	1.9	-3	1	0
CCC(=O)Nc1ccc(C(=O)Nc2ccc(Br)cc2F)cc1
 : 8	0	10	-3	i	-1	2.5	2	4	-1
COc1cc(Cl)c(C)cc1NC(=O)COC(=O)C1CC1C (stereo not drawn)
 : 8	-4	1	2	i	-9	0.8	23	-2	-2
Cc1[nH]n2c(=O)c3c(nc2c1-c1ccccc1)CCC3
 : 6	7	3	4	i	-28	-0.8	4	1	-2
CC1Cc2cc(S(=O)(=O)N3CCC(C(=O)N(C)Cc4ccccc4)CC3)ccc2N1C(=O)C1CC1 (stereo not drawn)
 : -2	1	-7	0	i	8	1.4	-1	-2	0
COc1ccc(/C=C2/N=C(SC3CCOC3=O)N(c3cccc(OC)c3)C2=O)cc1 (stereo not drawn)
 : ·	8	1	-12	i	-9	2.2	-10	-13	0
Cc1cccnc1Nc1nc(-c2ccc(O)cc2)cs1
 : 4	4	11	4	i	7	0.6	-12	1	-3
COc1ccc(-c2n[nH]nc2C2=CC(=O)CC(C)(C)C2)cc1
 : -3	1	·	-14	i	-3	-0.7	2	-2	-3
CCOC(=O)c1c(CC(C)C)csc1/N=C/C1C(=O)CC(C)(C)CC1=O
 : -59	-4	-2	6	+	1	3.6	1	-7	3
CCOc1ccc(NC(N)=O)cc1
 : 3	1	-15	11	i	11	0.4	0	0	-3
COc1ccc(CSC(=N)N)cc1[N+](=O)[O-]
 : 8	6	-3	1	i	-16	1.3	0	-14	4
COc1ccc(C(=O)NCC(=O)OCC(=O)N2N=C(c3ccc(Cl)cc3)CC2c2ccco2)cc1OC (stereo not drawn)
 : 1	-11	-6	-90	i	5	0.0	-4	-5	0
CNC(=S)N(Cc1cccs1)Cc1cc2cc(OC)ccc2[nH]c1=O
 : -5	-3	-1	9	i	10	0.1	-3	5	-2
CCN(c1cccc(C)c1)S(=O)(=O)c1ccc(OC)c([N+](=O)[O-])c1
 : 1	-4	-8	10	i	8	1.1	1	-14	0

Entries above that have four or more nitrogen atoms, in the order listed:
Results follow in this order: MT1-MMP act inh	NadD block	Scp1 inh	NRP1-CendR mod	Rpn11 block	SKN-1 inh	LMPTP inh	DNMT1 block	SUMO1-SIM PPI	STEP inh
COc1cccc(NC(=O)CN(C)C(C)C(=O)Nc2ccc(C#N)cc2)c1 (stereo not drawn)
 : -2	-4	-5	-10	i	1	-0.3	-1	19	7
CCn1cc(CN2CCc3c([nH]c4ccccc34)C2c2cccc(OC)c2)c(C)n1 (stereo not drawn)
 : -2	-4	-3	7	i	6	0.0	-3	-6	-3
CS(=O)(=O)C1=NSC2=NC(=O)/C(=C\c3cccn3-c3ccccc3Cl)C(=N)N21
 : -14	21	27	-89	+	4	15	13	-9	-3
Cc1ccc(S(=O)(=O)NCCN=C(CN2CCOCC2)NS(=O)(=O)c2ccc(C)cc2)cc1
 : -3	0	-8	6	i	-13	-0.2	-1	1	-1
Cc1cc([N+](=O)[O-])nn1CC(=O)Nc1ccc(F)cc1
 : 3	-1	-14	-4	i	-13	-1.0	2	-9	2
Cc1[nH]n(-c2ccc(Cl)cc2)c(=O)c1C=Nc1ccc(S(=O)(=O)N2CCOCC2)cc1
 : 6	0	0	2	i	5	1.2	-11	-2	2
COc1cc(C(=O)Nc2cc(C(F)(F)F)ccc2-n2cncn2)cc(OC)c1OC
 : 12	-5	-3	-2	i	8	-0.5	-2	1	-1
O=C(NCCCN1CCCCC1)C1CCCN(c2ncnc3c2nc2n3CCCCC2)C1 (stereo not drawn)
 : 1	-4	-6	-1	i	7	0.3	2	0	-1
Cc1ccc(NC(=O)CCn2ccc([N+](=O)[O-])n2)nc1
 : 0	-4	3	3	i	1	-1.9	-2	-11	1
O=C(CSc1nnnn1C1CCCC1)Nc1ccc(F)cc1
 : 3	-3	-4	-4	i	-1	-1.2	0	2	1
Cc1nc2ccc(S(=O)(=O)NC(C(=O)N3CCn4c3nc3ccccc34)C(C)C)cc2s1 (stereo not drawn)
 : -1	3	-6	1	i	-16	-1.8	4	4	1

Hits appear at their usual frequency; any-hit rate near 3.9%.
